bCat KO growth: beta-catenin-lacking colon tumor cell growth suppression | viability, % at 10 µM | HCT116 beta-catenin knockout viability, CellTiter-Glo, 60 h; active compounds read low | actives 1.5% (n = 140,000);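 active means viability at or under a set limit, the compound median less 4 SD, cut at about 6% in these data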;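 further: 0% = Hyamine 1622 control at 20 µM and 100% = untreated cell control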
Measles CPE: protection of cells from measles virus | actives 1.5% (n = 140,000) | Measles virus-infected cells, CPE protection, absorbance | protection (pct of control), % at 4 µM; in the data active means protection mostly above about 24%, no sharp cut-off; inactive means mostly below about 26%; further: some compounds called inactive have numbers as strong as hits
MRP1 act: activators of MRP-1; H69AR cells + doxorubicin, viability rescue, CellTiter-Glo; actives 0.61% (n = 140,000); viability increase, % at 10 µM;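 active means viability gain under doxorubicin at or above a set limit, the compound median plus 3 SD, cut at about 4.7% in these data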;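 further: MRP-1 overexpressing cells given doxorubicin 25 µM after compound pretreatment; 18-22 h compound pretreatment then 72 h with doxorubicin before readout; 0% = doxorubicin-only wells and 100% = vehicle-treated cells without doxorubicin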
GALR2 antag: antagonists of human galanin receptor 2 (GALR2) | AID 828 | O43603 | actives 0.39% (n = 140,000) | inhibition, % at 4 µM | GALR2-expressing cells, antagonist mode; in the data active means inhibition above about 27%;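 further: cells stimulated with galanin 1-16 at roughly its EC80; 0% = agonist challenge control and 100% = basal control without agonist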
Target sequence (O43603 whole entry, looked up): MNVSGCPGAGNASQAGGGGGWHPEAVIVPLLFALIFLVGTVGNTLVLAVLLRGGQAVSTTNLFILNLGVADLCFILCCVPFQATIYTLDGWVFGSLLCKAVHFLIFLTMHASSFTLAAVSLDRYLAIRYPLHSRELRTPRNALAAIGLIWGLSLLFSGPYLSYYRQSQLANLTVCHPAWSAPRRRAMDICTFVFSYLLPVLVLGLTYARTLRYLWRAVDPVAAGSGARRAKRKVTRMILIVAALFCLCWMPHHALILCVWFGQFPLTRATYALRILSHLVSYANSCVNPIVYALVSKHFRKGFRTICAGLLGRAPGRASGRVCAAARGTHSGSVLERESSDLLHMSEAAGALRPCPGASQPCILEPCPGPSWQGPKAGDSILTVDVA
E-sel TNF inh: TNF alpha driven E-selectin expression inhibition | inhibition, % at 2 µM | HUVEC TNFa-induced E-selectin immunofluorescence, high content | actives 0.71% (n = 120,000);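 active means inhibition above the batch mean plus 3 SD, and confirmed as a hit on visual image review, cut at about 43% in these data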;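 further: 0% = TNF-stimulated DMSO wells and 100% = unstimulated control wells; not every result past the cut was called active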
NPY-Y2 antag: NPY-Y2 (human) receptor antagonism. NPY-Y2 expressing cells, antagonist mode. AID 793. inhibition, % at 2.7 µM. actives 0.99% (n = 140,000). P49146; in the data active means inhibition above about 17%;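 further: 0% = vehicle with agonist challenge and 100% = reference antagonist with challenge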
Target sequence (P49146 whole entry, looked up): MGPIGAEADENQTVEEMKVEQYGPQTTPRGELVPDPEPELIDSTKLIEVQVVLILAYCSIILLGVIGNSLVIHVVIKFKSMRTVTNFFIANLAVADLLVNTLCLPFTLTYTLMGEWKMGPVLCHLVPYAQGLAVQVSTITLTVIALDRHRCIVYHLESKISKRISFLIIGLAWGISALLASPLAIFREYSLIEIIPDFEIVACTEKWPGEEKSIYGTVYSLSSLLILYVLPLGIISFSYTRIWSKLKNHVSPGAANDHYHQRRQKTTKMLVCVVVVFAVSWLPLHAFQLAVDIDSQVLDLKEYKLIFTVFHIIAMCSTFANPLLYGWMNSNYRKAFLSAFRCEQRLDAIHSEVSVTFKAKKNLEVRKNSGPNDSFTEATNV
Yeast growth inh: yeast BB579 growth reduction in restrictive medium; S. cerevisiae BB579 growth, OD615, 48 h; inhibition, % at 10 µM; actives 0.51% (n = 140,000); AID 804;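 active means inhibition above a set limit, 3 SD over the mean compound inhibition, cut at about 44% in these data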; further: inactives centre near -24
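System: DeaD yeast strain BB579; buffer or medium: CSMM-D dextrose restrictive medium; technique: OD at 615 nm; schedule: 4 h cell preincubation, 48 h compound exposure, 30 °C humidified; doses: single 10 µM dose; controls: amphotericin B 10 µg/mL, positive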
Phagocyt inh: blocks phagocytosis by macrophages; J774A.1 macrophage IgG-bead phagocytosis, imaging; inhibition, % at 5 µM; actives 0.07% (n = 110,000);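 active means inhibition above the mean of the plate negative controls plus 5 SD, cut at about 13% in these data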;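 further: phagocytic index as fraction of beads internalized from green versus red external bead signal; plate controls were DMSO negative control for no effect and cytochalasin-D positive control for full effect; some results beyond the cut were filed as inactive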
PTEN del growth: suppresses growth of cells with PTEN deletion | HCT116 PTEN-null viability, CellTiter-Glo, 60 h; active compounds read low | viability, % at 10 µM | actives 1.2% (n = 140,000) | AID 827;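 active means viability at or below a set limit, 4 SD under the median of all tested compounds, cut at about 3.7% in these data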;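 further: PTEN knockout HCT116 line with beta catenin targeted HCT116 as companion control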
Yeast life ext: yeast lifespan extension; S. cerevisiae growth with nicotinamide, OD615; deaD strain in restrictive glucose medium; AID 775; actives 0.68% (n = 130,000); inhibition of the nicotinamide effect, % at 10 µM;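 active means inhibition above a set limit, placed 3 SD over the median of all compounds, cut at about 26% in these data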;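 further: 0% = nicotinamide-treated wells and 100% = cells grown without nicotinamide; some compounds called inactive have numbers as strong as hits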
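Test system – modified budding yeast, DeaD strain · Compound – single dose 10 µM compound, 0.25% DMSO · Times – culture preincubation 4 h, compound exposure 48 h, both 30 °C · Detection – optical density (absorbance) at 615 nm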
Numbers without * were called inactive; . = not tested or not shown. Hits appear at their usual frequency. About 6.3% of those tested had a hit in this group.

SMILES	bCat KO growth	Measles CPE	MRP1 act	GALR2 antag	E-sel TNF inh	NPY-Y2 antag	Yeast growth inh	Phagocyt inh	PTEN del growth	Yeast life ext
COc1ccc(CNCCNC(=O)c2nonc2N)cc1OC	98	3	-0.7	-3	1	6	-28	.	88	.
CCC(C)(C)C1CCC(=NNc2nc3ccccc3[nH]2)CC1 (stereo not given)	30	4	-3.4	-4	-4	1	-46	-4	34	7
Cc1ccc2nc3c(cc2c1)CN(Cc1ccco1)C(=NCC1CCCO1)S3 (stereo not given)	77	0	-2.9	-2	7	4	-20	0	76	-5
Cc1cc(C)cc(C(=O)NCC(=O)OCC(=O)N2CCN(S(=O)(=O)c3ccc4ccccc4c3)CC2)c1	90	24	-2.8	-3	.	0	-23	-5	86	5
CCN(CC)S(=O)(=O)c1ccc2c(c1)nc(SC(C)C(N)=O)n2-c1ccc(OC)cc1 (stereo not given)	91	11	-3.7	8	-5	1	-30	0	83	-6
Cc1ccc(S(=O)(=O)NC(=O)c2cc(C)n(-c3cc(S(=O)(=O)N4CCOCC4)ccc3N3CCCC3)c2C)cc1	97	11	5.0*	-7	-9	1	-60	0	122	-10
O=C(CCc1ccccc1)Nc1ccc(NC(=O)c2ccco2)nc1	95	25*	-1.6	8	-9	2	6	0	97	-33
O=C(NCCC1=CCCCC1)NC1CCCCC1	92	29	-2.2	-8	-10	6	-19	.	85	-6
CCCCCn1c(SCC(=O)OCC)nc2cc(C(=O)N3CCC(C(N)=O)CC3)ccc2c1=O	85	12	-2.3	-6	24	0	-7	0	92	-7
COc1cccc(NC(=O)C2CCN(S(C)(=O)=O)CC2)c1	90	20	-0.2	5	-10	1	-3	2	95	0
CC(C)N1CCc2c(sc(NC(=S)NC(=O)c3ccccc3)c2C#N)C1	85	6	-4.8	11	.	2	-9	-1	81	-1
Cn1c(COc2ccccc2)nnc1SCC(=O)Nc1ccc2c(c1)OCO2	90	1	-1.1	4	-24	3	16	-2	96	-9
COc1ccc(/C=C2\SC(=O)N(CCNC(=O)Cc3coc4cc(C)ccc34)C2=O)cc1OC	61	15	-1.6	4	.	3	-21	-5	63	-1
Cc1[nH]c(=O)[nH]c1C(=O)CCCCC(=O)O	101	29	0.4	2	.	-1	-3	-6	94	8
CCn1c(CSc2nc3ccccc3s2)nnc1SCC(=O)OC(C)(C)C	88	2	-2.9	-2	0	5	-8	-1	90	1
O=c1oc2c(CN3CCOCC3)c(O)c(Cl)cc2c2c1CCC2	115	23	-1.9	0	24	0	-52	0	105	-14
O=C(O)c1ccc2c3c(ncnc13)-c1ccccc1C2=O	33	28	-4.1	12	.	5	96*	0	15	-10
CCOC(=O)C1CCN(C(=O)c2cccnc2)CC1	104	12	-2.3	7	22	4	7	0	99	-7
COc1ccc(CN(C(=O)CSc2nnc(-c3ccccc3C)o2)c2ccc(F)cc2)cc1	78	13	-7.7	-2	-12	14	-8	.	79	.
Cc1cc(=O)oc(C)c1C(=O)N[C@@H]1CCCCNC1=O	113	2	-0.2	-16	.	0	-40	0	109	2
CNCc1ccccc1Sc1ccc(OC)c(OC)c1	82	40*	-2.5	-4	-42	8	-11	-2	83	-6
C=CCn1c(SCC(=O)O)nnc1-c1cccc(Cl)c1	94	.	-0.3	10	-12	2	-19	-1	91	-13
Cc1cc(NC(=O)Cn2cnc3c(cnn3C(C)(C)C)c2=O)no1	86	6	-2.5	-1	-21	3	-20	.	87	-3
Cc1nc2ccccc2c(=O)n1N	101	4	0.1	2	.	1	-42	0	113	-6
CCn1c(COc2ccc(C(C)C)cc2)nnc1SCC(=O)Nc1nccs1	84	20	0.7	-6	.	-2	-36	.	103	-5
Cc1ccc(S(=O)(=O)N(C)c2ccc(OCC(=O)Nc3nc(-c4ccccc4)cs3)cc2)cc1	67	26	-2.0	0	.	7	-21	-3	71	2
COC(=O)c1cc(NC2c3ccccc3C(=O)N2c2cccnc2)cc(C(=O)OC)c1 (stereo not given)	97	13	-4.9	8	.	3	-31	.	92	-5
CCN(CC)CCn1c(NCc2nc3ccccc3n2Cc2ccccc2)nc2ccccc21	47	7	-6.1	-8	9	19*	-8	.	38	3
CCC(=S)/C=C1\Sc2ccccc2N1CCCS(=O)(=O)O	88	15	-1.2	-18	-2	6	-35	6	96	8
CCN(CCNC(=O)C1CCN(S(=O)(=O)c2cccc3nsnc23)CC1)c1ccccc1	70	34	-1.8	-26	.	0	-13	.	67	-21
C[C@H]1C[C@H]2[C@@H]3CCC4=CC(=O)C=C[C@]4(C)[C@@]3(Cl)[C@@H](O)C[C@]2(C)[C@@]1(O)C(=O)CO	89	30	1.9	-9	.	1	2	.	97	0
CSc1nnc2c3ccccc3n(CCc3ccccc3)c2n1	64	55*	-1.9	20	40	28*	-20	0	79	-4
O=C1NC(=S)N/C1=C\c1cccc([N+](=O)[O-])c1	81	6	-1.8	12	-2	2	-102	1	85	-7
O=C(Nc1nccs1)C1CCN(S(=O)(=O)c2c(Cl)cccc2Cl)CC1	89	13	-1.2	11	-16	1	-24	-2	93	-1
COc1ccc(OC)c(S(=O)(=O)NCc2cn3ccsc3n2)c1	103	1	-1.3	-10	-20	0	2	-2	102	3
CC1CC(C)CN(S(=O)(=O)c2ccc(C(=O)Nc3sccc3C(N)=O)cc2)C1 (stereo not given)	50	8	-3.4	4	-10	-1	-4	1	58	-8
COc1ccc(CN(C2CCCC2)S(=O)(=O)c2ccc(-n3cnnn3)cc2)cc1	83	6	-4.6	-17	8	2	-39	-2	95	-22
O=C(CN1CCOCC1)N1CCN(c2nnc(-c3ccccc3)c3ccccc23)CC1	101	19	-0.4	6	-14	2	-50	3	106	-12
C=CCn1c(SCC(=O)N(CC)CC)nc(O)cc1=O	109	2	-0.2	4	-31	1	9	-1	112	-5
Cc1cc(C)cc(NC(=O)CSc2nnc(CNC(=O)c3cccs3)o2)c1	89	2	-2.1	-1	-7	-1	-48	.	98	-7
COc1cc(NC(=O)Nc2ccc(C)cc2)cc([N+](=O)[O-])c1	86	13	1.2	11	.	-2	-18	-6	80	-1
N=C1C(=O)OCC1c1ccccc1NC(=O)c1ccccc1 (stereo not given)	87	6	-1.4	10	1	-1	-39	-3	92	2
O=C(NCCC1=CCCCC1)C1CCN(S(=O)(=O)c2cccs2)CC1	81	19	-0.4	-5	24	-1	8	-4	82	-22
NC(=S)Nc1ccc(Oc2ccc(NC(N)=S)cc2)cc1	78	36	-3.0	-14	-34	0	2	.	81	-15
O=C(Nn1cnnc1)c1cc2cc(Br)ccc2oc1=O	100	10	-2.8	-1	-20	7	-31	-3	91	-15
Cc1nc(SCC(=O)NCC2CCCO2)c2oc3ccccc3c2n1 (stereo not given)	91	5	-1.4	2	-13	3	-51	0	95	-14
O=C(COc1ccccc1[N+](=O)[O-])N/N=C/C=C/c1ccco1	103	2	-1.4	3	-24	6	-62	.	91	-26
CCOC(=O)/C(=N\Nc1ccc(C(C)=O)cc1)c1csc(Nc2ccccc2)n1	91	19	-1.7	10	.	-4	-22	-4	86	1
COC(=O)N1CC(C)N(C(=O)OC)CC1C (stereo not given)	103	11	-0.7	11	.	1	-84	0	88	-9
CCCSc1nnc(Sc2nnnn2-c2ccccc2)s1	9	16	-2.7	7	13	1	-67	1	6	-1
COc1ccccc1N/C(=N/c1nc(C)cc(C)n1)NC(C)=O	80	32	-3.8	-21	.	2	-16	1	90	16
CN1CCN(S(=O)(=O)c2ccc(-c3ccccc3)cc2)CC1	97	7	-1.5	0	-21	3	9	-2	103	-14
COc1cccc(-n2nnc3c(=O)n(CC(=O)NCC4CCCO4)cnc32)c1 (stereo not given)	92	10	-0.6	-2	16	0	-10	2	103	-3
CCOC(=O)C(Sc1nnc(-c2ccncc2)o1)C(C)=O (stereo not given)	92	7	0.0	7	12	2	-18	.	105	.
Cc1ccc(CN2CCN(C(=O)C3CCCO3)CC2)cc1 (stereo not given)	99	8	-0.3	-7	6	0	-29	0	99	-7
OCCN(CCO)c1ccc(C(c2ccc(Cl)cc2)c2ccc(N(CCO)CCO)cc2Cl)c(Cl)c1	87	3	-2.7	-7	.	-2	-18	-4	72	0
CC1=C(C)CC(C(=O)NCc2ccc3c(c2)OCO3)C(C(=O)O)C1 (stereo not given)	96	13	-1.0	-2	-4	2	-27	0	94	4
CC(=O)C1=C(N2CCCCC2)CCC1=O	98	7	0.5	3	0	4	-25	.	101	-10
COc1ccc(-c2nc(CS(=O)CC(=O)N3CCc4ccccc4C3)c(C)o2)cc1 (stereo not given)	66	9	-2.8	7	.	-1	-27	.	67	-11
CCC(CO)Nc1ncc([N+](=O)[O-])cc1C#N (stereo not given)	97	3	-2.9	-16	-30	1	-22	1	103	-1
Next part
SMILES	bCat KO growth	Measles CPE	MRP1 act	GALR2 antag	E-sel TNF inh	NPY-Y2 antag	Yeast growth inh	Phagocyt inh	PTEN del growth	Yeast life ext
O=C(CCNS(=O)(=O)c1ccc(Br)s1)NC1CCCC1	102	3	-0.1	1	.	4	2	10	112	-1
COc1ccc(C)cc1NC(=O)CN(c1ccccc1)S(C)(=O)=O	86	18	-0.5	25	.	1	-14	2	80	-13
Cn1c(C(=O)NCc2cccs2)cc2oc3ccccc3c21	50	48*	3.6	18	.	4	-13	-2	41	-27
CC1(C)CC(=O)C(N=Nc2ccc(S(=O)(=O)N3CCCCCC3)cc2)=C(O)C1	82	5	-2.9	-1	.	0	-5	.	91	-1
O=C(Nc1cccnc1)c1cc2nc(C3CC3)cc(C(F)(F)F)n2n1	104	25	-3.1	-5	-11	2	-27	2	97	-8
O=c1oc2ccccc2c(Nc2cccc(O)c2)c1[N+](=O)[O-]	83	31	-2.9	-11	10	0	8	-3	85	-6
COC(=O)C1CCCN1C(=O)c1cccs1 (stereo not given)	98	19	0.5	10	13	0	-10	1	105	-7
CC(/C=N/Nc1nncc(=O)[nH]1)=C\c1ccccc1	88	22	3.5	-1	.	1	-29	-9	101	2
O=C(Nc1ccc(F)cc1)c1nc[nH]c1C(=O)Nc1ccc([N+](=O)[O-])cc1	1.3*	6	-4.3	-1	.	0	-24	-4	1.4*	-7
O=C(CCCc1ccccc1)Nc1nncs1	91	24	3.0	11	7	0	-23	.	104	.
Nc1nc(N)c2nc(-c3ccccc3)c(N)nc2n1	91	5	-2.1	2	.	0	-34	.	92	11
CCC(NS(=O)(=O)c1ccc(C)cc1)C(=O)Nc1ccc(NC(C)=O)cc1 (stereo not given)	91	3	-0.2	-4	-25	-1	-32	-1	92	-12
COc1ccccc1CN(Cc1nc2ccccc2c(=O)[nH]1)S(=O)(=O)c1ccc(C)cc1	67	7	-1.2	0	-8	2	-68	.	87	4

Shown as a hit in NPY-Y2 antag, of those listed so far:
smiles | Measles CPE | GALR2 antag | E-sel TNF inh | NPY-Y2 antag | Yeast growth inh | Phagocyt inh | Yeast life ext
CCN(CC)CCn1c(NCc2nc3ccccc3n2Cc2ccccc2)nc2ccccc21 | 7 | -8 | 9 | 19* | -8 | . | 3
CSc1nnc2c3ccccc3n(CCc3ccccc3)c2n1 | 55* | 20 | 40 | 28* | -20 | 0 | -4

Source: PubChem (several laboratories)
